Bioassay records (PubChem)
MEP2 TOR yeast: alters MEP2-GFP fluorescence in TOR pathway yeast screen. GFP response vs DMSO, % at 10 µM. S. cerevisiae MEP2-GFP strain, flow cytometry GFP, 3 h; 100% = DMSO control level. 330,000 tested, 0.51% active;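 active = GFP response versus DMSO above a set limit, roughly screen mean plus 3 SD, cut at about 180% in these data; inconclusive = fewer than 70 cells counted for a yeast strain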;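 also: median GFP fluorescence of the barcode-gated MEP2-GFP cells per well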
RPL19A TOR yeast: yeast TOR pathway RPL19A-GFP modulation; AID 2025; percent response vs DMSO, % at 10 µM; 330,000 tested, 0.3% active; S. cerevisiae RPL19A-GFP strain, flow cytometry, 3 h; stronger effect = lower value;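 active = percent response vs DMSO below 50%; inconclusive = fewer than 70 events counted for the yeast strain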;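 also: median channel GFP fluorescence of the barcoded RPL19A-GFP strain; ratio of sample median GFP to plate DMSO average so 100% = DMSO; lower means less RPL19A-GFP as with rapamycin TOR inhibition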
EBNA-1 inhibitor: blocks EBNA-1 binding to DNA | EBNA-1 DNA binding, fluorescence polarization | inhibition, % at 14.8 µM | 300,000 tested, 0.34% active | AID 1950; in the data active = inhibition above about 28%
AHR activator: human AHR activation. AHR-responsive luciferase reporter cells, luminescence. P35869. activation, % at 5 µM. 320,000 tested, 2.5% active. AID 2796; in the data active = activation above about 47%;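 also: 0% = vehicle wells and 100% = reference agonist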
proCasp7 act: counter-screen: procaspase-7 (human) activation. P55210. recombinant procaspase-7, Ac-DEVD-pNA absorbance 405 nm; D23A/D198A/D206A triple mutant, cannot self-cleave; scale: DMSO 0, 5 µM enzyme 100. activation, % at 8.5 µM. 330,000 tested, 0.093% active. AID 463210;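 active = percent activation above the screen-wide mean plus 3 SD, cut at about 25% in these data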
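Assay system: Uncleavable procaspase-7 mutant enzyme / Input: 2 µM procaspase-7 mutant as dispensed / Dosing: single nominal 8.5 µM compound dose, 0.8% DMSO final / Timing: 1 h enzyme–compound preincubation and 2 h substrate reaction, both 25 °C / Detection: p-Nitroaniline absorbance at 405 nm, read at 0 and 120 min / Replication: singlicate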
ZTA counter: ZTA (EBV) inhibition in EBNA-1 counter-screen; P03206; ZTA-DNA binding, fluorescence polarization; inhibition, % at 11 µM; 320,000 tested, 0.15% active; AID 2234; in the data active = inhibition above about 33%
LAP4-GFP MLPCN: yeast TOR pathway LAP4-GFP modulation; GFP response vs DMSO, % at 10 µM; 320,000 tested, 0.34% active; S. cerevisiae LAP4-GFP multiplex, flow cytometry GFP, 3 h; median GFP as percent of DMSO wells;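 active = GFP response vs DMSO above a set limit, about the screen mean plus 3 SD, cut at about 150% in these data; inconclusive = under 70 cell events counted for the yeast strain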
proCasp3 act: activates human procaspase-3. P42574. recombinant procaspase-3 D3A, Ac-DEVD-pNA absorbance 405 nm. activation, % at 8.5 µM. 330,000 tested, 0.11% active;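 active = activation above the mean of all tested compounds plus 3 SD, cut at about 21% in these data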;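 also: 0% = DMSO alone and 100% = DMSO wells spiked with extra 5 µM PC-3 D3A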
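Evaluation: percent activation relative to control range; Material: Procaspase-3 D3A mutant, all three cleavage aspartates alanine; Compound: single dose, 8.5 µM nominal compound, 0.8% DMSO; Replication: one well per compound; Signal: absorbance at 405 nm, 0 and 120 min; Schedule: 1 h preincubation plus 2 h reaction at 25 °C.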
Starred values were filed as active, the others as inactive; ? = inconclusive; . = no result given; & = joins results of further samples; [ ] = remark or other dose. The order is random (roughly 3.8% active in at least one column).

SMILES	MEP2 TOR yeast	RPL19A TOR yeast	EBNA-1 inhibitor	AHR activator	proCasp7 act	ZTA counter	LAP4-GFP MLPCN	proCasp3 act
Cc1ccc(N(CC(=O)N/N=C/c2ccc(OC3CSC3)cc2)S(=O)(=O)c2ccccc2)cc1	101.1	95.8	4.5	1.0	15.5	-2.0	98.2	3.8
Cc1ccc(-n2nc(C)c(C(C)(O)C(F)(F)F)c2N)cc1 (stereo not given)	102.5[may fluoresce violet]	99.4[may fluoresce violet]	-9.5	35.3	1.6	-1.2	95.4[may fluoresce violet]	0.0
Cc1ccc(NS(=O)(=O)c2cccc(C(=O)NCc3ccccn3)c2)cc1	94.4	95.8	-0.8	7.4	3.4	-5.7	97.2	-1.5
O=C(COc1ccc2ccc(=O)oc2c1)N1CCN(c2ccc(F)cc2)CC1	94.6	95.8	-1.8	-0.1	4.3	4.3	94.5	3.9
COc1ccc([N+](=O)[O-])cc1NC(=O)CS(=O)(=O)c1ccc(C)cc1	102.0	100.5	-0.4	10.6	3.4	1.7	102.7	0.5
Cc1cc(C)n(CC(C)C(=O)O)n1 (stereo not given)	94.9	96.9	6.3	0.0	3.5	3.2	103.3	4.0
COc1ccc(C2=Nn3c(nnc3-c3ccccc3OC)SC2)cc1OCC1CC1	100.0	104.3	.	29.3	-3.8	.	109.9	-3.7
COC(=O)CSc1nc2[nH]ncc2c(=O)[nH]1	98.3	104.2	7.1	-0.8	11.1	8.5	88.8	1.9
Cc1ccc(NC(=O)CCNC(=O)c2ccco2)cc1F	93.0	97.2	11.1	2.5	5.0	15.0	99.2	3.7
O=C1NC(=Nc2ccccc2)c2ccc([N+](=O)[O-])cc21	104.2	101.3	-6.0	1.9	-2.7	-0.5	98.5	6.1
COc1ccc(OC)c(NC(=O)CN(c2ccc(OC)c(Cl)c2)S(C)(=O)=O)c1	97.3	102.6	-8.5	12.8	-15.3	-27.5	93.9	5.7
CC(C)NC(=O)c1onc(CSc2ccccc2F)c1C(=O)O	.	.	5.0	2.0	-0.1	6.5	.	-0.2

Shown bar-delimited: six of the compounds above
SMILES | MEP2 TOR yeast | RPL19A TOR yeast | EBNA-1 inhibitor | AHR activator | proCasp7 act | ZTA counter | LAP4-GFP MLPCN | proCasp3 act
COc1ccc(C2=Nn3c(nnc3-c3ccccc3OC)SC2)cc1OCC1CC1 | 100.0 | 104.3 | . | 29.3 | -3.8 | . | 109.9 | -3.7
COC(=O)CSc1nc2[nH]ncc2c(=O)[nH]1 | 98.3 | 104.2 | 7.1 | -0.8 | 11.1 | 8.5 | 88.8 | 1.9
Cc1ccc(NC(=O)CCNC(=O)c2ccco2)cc1F | 93.0 | 97.2 | 11.1 | 2.5 | 5.0 | 15.0 | 99.2 | 3.7
O=C1NC(=Nc2ccccc2)c2ccc([N+](=O)[O-])cc21 | 104.2 | 101.3 | -6.0 | 1.9 | -2.7 | -0.5 | 98.5 | 6.1
COc1ccc(OC)c(NC(=O)CN(c2ccc(OC)c(Cl)c2)S(C)(=O)=O)c1 | 97.3 | 102.6 | -8.5 | 12.8 | -15.3 | -27.5 | 93.9 | 5.7
CC(C)NC(=O)c1onc(CSc2ccccc2F)c1C(=O)O | . | . | 5.0 | 2.0 | -0.1 | 6.5 | . | -0.2

Additional compounds.
SMILES	MEP2 TOR yeast	RPL19A TOR yeast	EBNA-1 inhibitor	AHR activator	proCasp7 act	ZTA counter	LAP4-GFP MLPCN	proCasp3 act
CC1CC(=O)c2cnc(N3CCOCC3)nc2C1 (stereo not given)	96.4	95.3	7.8	2.3	2.5	-7.3	93.3	6.8
CCOC(=O)C1CCCN(c2cc(=O)n(Cc3ccc(F)cc3)c(=O)[nH]2)C1 (stereo not given)	97.9	112.8	-2.6	-1.1	-5.3	-9.2	92.9	5.7
CCC1CCC/C1=N\NC(=O)c1ccc(Cl)cc1 (stereo not given)	101.4	98.9	-3.7	0.2	7.8	5.0	111.7	3.1
O=C(COC(=O)c1ncc(Cl)c(Cl)c1Cl)NCc1ccccc1	98.9	96.4	.	-1.3	4.2	6.6	103.3	-2.5
C=CCC1(CC=C)CCCN1C(=O)c1cc(COc2ccccc2SC)on1	110.4	107.7	-7.8	3.2	-6.9	10.4	114.3	-3.2
CCC1CCCCN1C(=O)CSc1nnc(-c2cccc(Cl)c2)o1 (stereo not given)	99.8	101.9	5.8	10.6	-7.5	10.4	116.4	6.4
O=C(O)c1ccc(S(=O)(=O)NC2CCCCC2)cc1	100.5	99.2	0.9	0.1	-2.6	8.0	96.6	-2.7
CCN(CC)c1cc(C)c2cc(NC(=O)c3ccccc3OC)ccc2n1	?	92.4	2.5	-7.8	-3.5	-4.7	108.3	-3.6
CC(=O)NC(CCS(C)(=O)=O)C(=O)Nc1ccccc1C (stereo not given)	89.3	101.5	-6.1	0.0	-1.5	-1.4	88.7	4.4
COC(=O)Cn1cnc2c(nnn2-c2ccc(OC)cc2)c1=O	95.6	100.1	1.6	0.5	6.9	-5.1	94.2	0.8
CCOC(=O)C1=CN(C)C=C(C(=O)OCC)C1c1ccsc1	105.9	102.1	8.6	0.2	4.8	-17.2	111.4	3.0
COc1ccc(C(=O)NCC(=O)N2CCN(c3ccc(Cl)cc3)CC2)cc1	92.6	95.7	1.4	-0.2	-7.6	4.0	94.9	1.1
CCC(C)(C)NC(=O)CN(C(=O)CCC(=O)Nc1nccs1)c1cccc(C)c1C	93.9	99.5	-1.9	-2.1	7.0	4.7	78.0	0.0
CCOc1ccccc1CN1CCN(CC2CC2)CC1CCO (stereo not given)	88.2	98.3	11.2	1.8	7.7	-1.5	83.2	-0.6
COc1ccc(/C=N/NC(=O)c2ccccc2OC)cc1COc1ccccc1[N+](=O)[O-]	85.7	89.0	4.8	66.2*	-0.8	-7.4	87.3	-3.7
CNS(=O)(=O)c1cccc(C(=O)OCC(=O)N2c3ccccc3NC(=O)C2(C)C)c1	103.7	98.1	.	-0.5	3.4	-6.3	100.0	0.2
CCCn1nc(C(=O)Nc2ccc(S(=O)(=O)Nc3nccs3)cc2)c2ccccc2c1=O	112.9	102.5	6.6	1.4	7.1	-16.4	91.7	-2.8
COc1ccc(S(=O)(=O)NNC(=O)Nc2ccc(F)cc2F)c(OC)c1	100.3	112.3	0.8	2.3	1.8	-12.2	98.3	4.7
C/C(=N\NC(=O)c1cccc(Cl)c1)c1cccc(NC(=O)C(C)C)c1	94.4	97.0	15.7	5.9	-7.9	-16.2	92.5	-11.3
CCOc1ncccc1C(=O)OCC(=O)N1CCN(S(=O)(=O)c2ccccc2)CC1	104.5	97.4	6.6	-3.5	9.2	-11.5	89.8	-3.7
Cc1cc(C)cc(N=Cc2c(O)c3ccccc3oc2=O)c1	107.1	98.8	-0.3	8.8	22.7	-3.4	111.6	5.0
O=C(Nc1nnc(-c2ccncc2)o1)C1CCCCC1	95.6	100.0	3.6	2.2	5.2	-14.6	101.2	-3.1
COc1ccccc1C(=O)Nc1ccc2c(c1)OCCO2	102.5	100.2	3.6	1.0	12.8	12.7	105.8	2.4
O=C(CSc1nccc(-c2ccc(Br)cc2)n1)NCCc1ccccc1	107.4	105.1	-2.5	0.9	-2.2	-6.5	98.9	-7.5
COc1ccc(N2CCN(C(c3cc(OC)ccc3OC)c3nnnn3Cc3ccco3)CC2)cc1 (stereo not given)	97.4	97.7	-2.4	3.6	-14.9	0.8	90.6	0.8
O=C(c1cc(-c2ccc(F)cc2)on1)N1CCCCCC1	78.0	92.1	-6.2	-3.7	-6.4	9.9	102.9	-11.9
CCOC(=O)N1CCC(N2CCN(c3ccccc3)CC2)CC1	105.4	106.2	-3.0	-1.8	-12.0	4.0	95.3	7.1
O=C(Nc1cc(C(F)(F)F)ccc1-n1cncn1)C1CC1	111.6	102.3	-6.0	4.7	1.9	-4.5	104.2	5.4
COc1ccc(Cc2noc(CN3CCCC(OCc4ccccn4)C3)n2)cc1OC (stereo not given)	101.5	99.9	10.2	1.1	3.5	0.4	101.2	1.9
Cn1ncc(Cl)c1C(=O)NCC1CCCO1 (stereo not given)	103.4	111.0	-5.8	5.4	6.3	1.9	78.8	7.9
Cc1ccc2occ(C3N[C@H](C(=O)O)CS3)c(=O)c2c1 (stereo not given in full)	97.1	96.8	-8.5	10.7	-20.9	5.7	92.8	-6.4
C=CCNC(=S)N1CCC(C(=O)c2ccc(C)cc2)CC1	113.3	107.8	-6.6	1.2	-11.7	-1.0	91.5	4.0
COC(CNC(=O)C1CCCN1C(=O)OCc1ccccc1)OC (stereo not given)	96.2	105.4	2.6	-0.6	-4.8	4.1	94.8	-3.9
O=C(O)CCNc1ccc(NCCC(=O)O)c2c1C(=O)c1ccccc1C2=O	101.9	105.8	128.1*	15.0	-3.3	158.3*	92.0	-2.4
COc1ccc(NC(=O)CN(C)C(=O)Cc2ccc3c(c2)CCC3)cc1	106.3	106.1	7.7	-1.2	4.8	2.8	109.1	10.7
O=c1cc(-c2ccccc2)[nH]n1-c1nc2ccccc2[nH]1	100.4	96.2	8.7	6.7	0.4	-0.9	135.1	-14.8
Fc1ccc(C2=NN(c3ccccc3)C(c3ccco3)C2)cc1 (stereo not given)	103.0	102.5	-7.3	-0.8	43.6*	5.7	95.8	31.6*
COc1cccc(-c2ccc(NC(=O)C3CCCN(Cc4cnc(C)n4C)C3)cc2)c1 (stereo not given)	105.9	109.5	-0.7	-0.6	-4.3	-3.5	96.6	11.8
Cc1cccc(C)c1NC(=O)Cn1nnc(-c2ccc(CN3CCC(C)CC3)cc2)n1	100.1	93.1	3.8	-2.0	5.3	6.0	110.5	2.8
Cc1cc(C(=O)OCC(=O)NCCCN2CCCC2=O)c2ccccc2n1	102.0	98.7	-6.9	4.1	0.7	2.3	101.9	-2.7
COc1ccc(C2(CN(C(C)=O)C(C)=O)CCCC2)cc1OC	103.3	104.5	-0.6	-0.7	5.7	-19.1	101.2	4.0
CC(=O)Nc1ccc(-c2csc(NC(=O)CN3C(=O)NC4(CCCC4)C3=O)n2)cc1	87.0	90.6	-0.3	-2.5	4.9	-24.3	98.1	7.8
CCOC(=O)c1sc(NC(=O)CSCc2c(C)noc2C)nc1C	95.7	100.9	.	1.6	7.8	14.0	102.3	1.0
COc1ccccc1CC(=O)N(CCC#N)CCC#N	101.8	96.8	0.2	2.1	-7.2	8.1	97.2	0.1
Cc1ccc(S(=O)(=O)N2CCOCC2)cc1C(=O)NC(=S)N1CC(C)CC(C)C1 (stereo not given)	104.0	98.2	3.3	0.3	0.3	14.7	109.2	0.6
CCN(CC)Cc1csc2ccc(Br)cc12	199.7*	.	5.3	2.7	-0.2	-15.1	83.5	-3.9
O=C(COc1ccc(Br)cc1)NN1C(=O)c2ccccc2C1=O	115.9	103.3	5.2	4.9	1.7	7.5	100.4	-14.2
Clc1ccc2nsnc2c1NC1=NCCN1	90.0&104.1	92.1&100.5	1.8&8.5	-0.8&-5.3	3.1&-12.8	9.5&-13.5	89.2&113.0	2.7&3.9
COCCC1CCCCN1C(=O)c1ccc(OC)c(OC2CCN(C(C)=O)CC2)c1 (stereo not given)	118.1	95.5	-1.2	-0.1	8.4	-6.4	114.1	2.8
Cc1ccc(S(=O)(=O)N(C)C)cc1-n1c(SCC(=O)Nc2ccc(F)cc2)nc2ccccc2c1=O	99.1	101.1	-8.2	6.4	4.5	8.3	94.6	0.8
CC(=O)/C=C\c1cn(-c2ncc(C(F)(F)F)cc2Cl)c2ccccc12	103.8	97.3	-11.4	5.6	3.7	-5.6	104.8	0.8
CCOc1ccc(-c2nc3ccccc3c(=O)o2)cc1	144.7	93.8	9.2	6.0	8.6	-27.8	101.1	2.6
